# From PubChem BioAssay
# NPY Y1 blocker: NPY-Y1 receptor antagonists, primary screen, cell-based; inhibition, % at 3.6 µM; 1% of 200,000 active; Neuropeptide Y receptor type 1 (Homo sapiens), P25929; HEK293-CNG Y1 cells, membrane potential fluorescence; NPY at EC95, then isoproterenol;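 active = inhibition above the campaign mean inhibition of all tested compounds plus 3 SD, cut at about 20% in these data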;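 also: 0% = DMSO wells given NPY plus isoproterenol and 100% = isoproterenol alone without NPY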
#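 Benchmarks – high control isoproterenol alone, low control NPY with isoproterenol · Material – HEK293 Y1/CNG channel cell line · Times – dye 3 h, compound 60 min room temperature, stimulation 45 min · Probe or stimulus – NPY (25 nM), isoproterenol (1 µM), Ro 20-1724 (25 µM) · Evaluation – % inhibition of NPY effect · Signal – fluorescence, membrane potential probe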
# TRPML3 agonist: human TRPML3 channel agonists, primary screen, cell-based, HEK293 TRPML3-YFP, Fluo-8 calcium fluorescence, 3 µM | 100% = the carbachol control signal | activation, % at 3 µM | 0.29% of 220,000 active | AID 1448, 2008;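 active = activation above its plate's cutoff, the mean activation of the plate's test wells plus 3 SD, cut at about 12% in these data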;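 also: 0% = DMSO only wells and 100% = carbachol wells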
# Target sequence (Q8TDD5 whole entry, looked up): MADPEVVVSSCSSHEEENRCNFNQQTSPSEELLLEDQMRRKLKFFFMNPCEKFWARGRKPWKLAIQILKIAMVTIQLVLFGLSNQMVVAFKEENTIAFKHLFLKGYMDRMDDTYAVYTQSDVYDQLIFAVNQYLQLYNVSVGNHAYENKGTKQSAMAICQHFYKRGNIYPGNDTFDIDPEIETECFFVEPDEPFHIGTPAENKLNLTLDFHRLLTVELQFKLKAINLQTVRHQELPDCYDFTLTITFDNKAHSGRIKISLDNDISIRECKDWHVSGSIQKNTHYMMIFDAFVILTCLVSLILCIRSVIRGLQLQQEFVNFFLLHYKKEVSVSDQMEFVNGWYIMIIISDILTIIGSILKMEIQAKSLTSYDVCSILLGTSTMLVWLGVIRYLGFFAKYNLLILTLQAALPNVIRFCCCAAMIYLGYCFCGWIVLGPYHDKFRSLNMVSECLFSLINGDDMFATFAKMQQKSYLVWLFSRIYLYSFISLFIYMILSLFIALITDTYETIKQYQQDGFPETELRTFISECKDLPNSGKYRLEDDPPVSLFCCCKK
#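 Material: TRPML3-YFP stable HEK293 cells | Dosing: One concentration, 3 µM nominal, 0.3% DMSO | Timing: 125 s total fluorescence read per well | Technique: Fluo-8 calcium dye fluorescence, ex 470-495, em 515-575 nm | Measure: Percent activation from peak-to-basal fluorescence ratio, scaled between DMSO and carbachol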
# TRPN1 ag: zebrafish TRPN1 channel agonists, primary screen, cell-based, HEK293, calcium fluorescence; activation, % at 3 µM; HEK293 zebrafish TRPN1-YFP, Fluo-8 calcium fluorescence; 100% = response to 87 µM carbachol; transient receptor potential cation channel N1 (TRPN1/NompC), Danio rerio; 0.18% of 220,000 active;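 active = activation above its plate's cutoff, the mean activation of test wells on that plate plus 3 SD, cut at about 19% in these data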;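 also: 0% = DMSO alone and 100% = 87 µM carbachol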
#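 System: zebrafish TRPN1-YFP in HEK293 cells / Dosing: 3 µM single point / Timing: dye loading 1 h at 37 °C, then 30 min room temperature / Signal: Fluo-8 calcium fluorescence, excitation 470-495 nm, emission 515-575 nm / Read-out basis: percent activation from peak over basal fluorescence ratio, control-normalized / Control set: high carbachol 87 µM, low DMSO alone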
# NPY-Y1 PAM-ag: NPY-Y1 receptor potentiators or agonists, primary screen, cell-based. Neuropeptide Y receptor type 1 (Homo sapiens), P25929. NPY-Y1 expressing cells, potentiator/agonist activation. activation, % at 3.6 µM. 0.37% of 220,000 active. AID 1304, 2008; in the data active = activation above about 33%, passing the limit was not always enough;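 also: cells stimulated with NPY at EC10 then isoproterenol at EC100; 0% = low agonist plus stimulus and 100% = saturating agonist plus stimulus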
# EP2 mod: EP2 receptor modulators, cAMP readout, primary screen, cell-based, HTRF cAMP, PGE2 stimulation. AID 940, 2007. induction, % at 25 µM. 0.83% of 260,000 active. EP2-expressing cells, cAMP HTRF FRET, PGE2 co-stimulation;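 active = compounds whose cAMP rise, as percent of the full-agonist control response, exceeds 60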;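 also: rat C6 glioma line stably carrying human EP2 under a CMV promoter; the protocol text gives 20 µM as final concentration; 100% = response of wells given 1 µM PGE2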
# Target sequence (P43116 whole entry, looked up): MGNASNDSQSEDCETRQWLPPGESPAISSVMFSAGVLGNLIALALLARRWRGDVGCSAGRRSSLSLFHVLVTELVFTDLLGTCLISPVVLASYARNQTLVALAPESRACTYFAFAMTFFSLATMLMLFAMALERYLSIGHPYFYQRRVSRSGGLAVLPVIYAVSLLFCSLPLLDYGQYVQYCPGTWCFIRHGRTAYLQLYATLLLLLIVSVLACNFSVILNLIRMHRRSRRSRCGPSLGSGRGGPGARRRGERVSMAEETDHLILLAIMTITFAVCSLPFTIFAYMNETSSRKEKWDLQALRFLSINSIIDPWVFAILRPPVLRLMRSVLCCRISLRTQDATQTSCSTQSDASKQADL
# PPC-1+TRAIL kill: compounds killing PPC-1 cancer cells with TRAIL present, primary screen, TRAIL potentiator project, ATPLite luminescence, uHTS. cell killing (% activity), % at 4 µM. PPC-1 cells + TRAIL, ATPLite viability luminescence. 0.41% of 220,000 active;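 active = cell killing above 50% in the first pass at 4 µM, then a duplicate retest at 5 µM averaging 50% or more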;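 also: plate controls were cells with TRAIL plus DMSO for no effect and medium-only wells lacking cells for full effect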
# PGE2 EP2 inh: human EP2 receptor antagonists, primary screen, TR-FRET cAMP, C6 glioma cells; 0.52% of 260,000 active; inhibition, % at 25 µM; C6 glioma cells expressing human EP2; cells stimulated with saturating PGE2; Prostaglandin E2 receptor EP2 subtype (Homo sapiens), P43116;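 active = percent inhibition above 40 after rounding to a whole number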;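 also: rat C6 glioma host cells with rolipram phosphodiesterase inhibitor present; the protocol text gives 20 µM as final concentration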
# CHOP inhibitor: inhibitors of CHOP promoter induction, primary screen, cell-based, unfolded protein response, luciferase reporter | CHO-K1 CHOP-promoter luciferase, tunicamycin-induced, 15-18 h | inhibition, % at 10 µM | 3.8% of 220,000 active | AID 2732, 2010;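 active = compounds that reduced the stress-induced luciferase reporter signal by more than about 70% of percent inhibition, limit read from the data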;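 also: 0% = tunicamycin plus vehicle and 100% = wells without tunicamycin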
# 14-3-3 Bad PPI: inhibitors of 14-3-3 zeta/Bad binding, primary screen, biochemical, TR-FRET, bovine 14-3-3 zeta. 14-3-3 protein zeta/delta (Bos taurus), P63103. TR-FRET 14-3-3zeta/Dy647-pBad peptide displacement, 1 h. inhibition, % at 21.7 µM. 0.71% of 220,000 active;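 active = inhibition above about 70%, limit read from the data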;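 also: 0% = full 14-3-3 plus peptide FRET controls and 100% = background without 14-3-3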
# Starred values were filed as active, the others as inactive; . = no result given; & = joins results of further samples; [ ] = another dose, or the depositor's remark. This is a subset (hit frequency here may not be typical).
SMILES,NPY Y1 blocker,TRPML3 agonist,TRPN1 ag,NPY-Y1 PAM-ag,EP2 mod,PPC-1+TRAIL kill,PGE2 EP2 inh,CHOP inhibitor,14-3-3 Bad PPI
O=C(CCn1cccc1)NCCc1ccc(Cl)cc1,12,-0.8,0.0,-8,-7,-22,19,11,-5[fluorescence artefact?]
CCOC(=O)/C=c1\s/c(=C\c2c(OC)ccc3ccccc23)c(=O)n1CC(=O)NCC1CCCO1 (configuration not stated),0,-0.5,0.5,-24,4,-12,8,-44,-12
O=C(O)c1ccc(N2CCCCC2)cc1O,.,-1.0,-0.6,0,-20,-2,10,0,-9
Cc1cccc(OCCCC(=O)NC(C)C)c1,1,-0.1,1.6,5,-8,28,9,-12,7
O=C(CN1CCN(CCC(=O)Nc2ccccc2F)CC1)Nc1ccc(Cl)cc1,-7,0.1,0.8,0,-25,18,.,4,30
Cc1ccc(C)c(-n2c(=O)c(C#N)cc3c(=O)n4ccccc4nc32)c1,9,-0.2,0.1,3,11,24,9,13,-7
CNC(=O)c1ccccc1Sc1ccccc1CO,.,0.7,0.2,-8,25,0,5,5,-2
O=C(NC1CCCC1)C(c1ccccn1)N(C(=O)c1csnn1)C1CC1 (configuration not stated),1,-0.2,-1.3,-42,8&1,16,4&14,10,8
CNC(=O)c1cc2cc(Br)ccc2s1,4,-0.7,-1.4,-19,-34,-14,7,-1,4
NC(=O)C[C@H]1NC(=O)[C@H](CCC(=O)O)NC(=O)c2cc([N+](=O)[O-])cc(I)c2NCCC[C@@H](C(N)=O)NC1=O,2,0.0,2.6,-35,15,12,7,-9,-4
COc1ccc(NC(=O)COC(=O)COc2cccc(Br)c2)cc1OC,12,0.8,0.3,-4,-3,-26,6,5,-4
COc1ccc2oc(-c3ccc(C)c(NC(=O)CSc4ccc(Cl)cc4)c3)nc2c1,-6,0.7,1.3,18,-16,-3,7,3,38
CCN(CC)CCNC(CC(=O)Nc1ccc(Cl)cc1Cl)C(=O)O (configuration not stated),-5,0.6,0.5,-6,10,6,8,-3,4[fluorescence artefact?]
CC(=O)C1=C(C)N2CCN=C2S1,.,1.0,1.3,0,-19,13,5,-5,5
COc1ccccc1NC(=O)C1=C(C)NC(=O)NC1c1ccccc1[N+](=O)[O-] (configuration not stated),6,0.4,-0.6,8,-11,-12,7,1,-10
Cc1[nH]nc(SCC(=O)N2CCCCC2)c1[N+](=O)[O-],-1,0.6,-0.9,2,-4,9,7,3,0
CCOc1ccccc1N(CC(=O)Nc1ccc(C)cc1)S(C)(=O)=O,5,0.3,-0.5,-11,23,14,6,22,1
Cc1ccc(-c2ccnc(-c3ccc(O)cc3)n2)cc1,9,0.3,-2.3,-15,35,23,6,52,-6
CC(OC(=O)C1=COCCO1)C(=O)Nc1ccc(Oc2ccccc2)cc1 (configuration not stated),4,0.0,-0.7,-16,12,20,7,37,-20
CCOC(=O)c1[nH]c(C)c(C(=O)N(C)Cc2ccccc2)c1C,-6,0.1,1.0,2,-6,17,-2,27,5
Cn1c(=O)[nH]c(=O)c2c1nc(N1CCCCC1)n2C/C=N/NC(=O)c1cc(Br)ccc1O,.,7.8,12,6,23,7,4,-29,-10
O=C(CCc1nc2ccccc2c(=O)[nH]1)NCc1ccco1,2,0.6,1.1,-10,-15,16,8,-2,-3
COc1ccc(NC(=O)CCC(=O)c2cccs2)cc1S(=O)(=O)Nc1ccc(Cl)cc1,-3,1.2,1.7,-3,-23,24,10,29,2
CCCN1CCC(=O)N([C@H](CSc2ccc(Br)cc2)Cc2ccccc2)CC1,.,.,.,.,8,18,6,39,-2
COc1ccc(N2CCN(C(=O)Cc3nn(C)c(=O)c4ccccc34)CC2)cc1,-4,1.8,1.0,5,-17,-5,6,30,2[fluorescence artefact?]
O=C(Nc1nnc(COc2ccccc2)s1)c1ccco1,-4,0.8,-0.3,-21,9,23,13,26,-6
Cc1cc(C)n(-c2ccc(C(=O)OCn3nnc4ccccc4c3=O)cc2)n1,0,-0.8,-1.4,-20,-32,5,16,-36,8
CCOc1cc(/C=N/NC(=O)c2cccnc2)ccc1O,.,0.3,1.9,16,-8,-6,12,5,0
CN1CCN(C(=O)CSc2nc3ccc(NC(=O)c4ccccc4F)cc3s2)CC1,.,0.8,3.6,15,-15,3,9,49,1
COc1ccc(CC(=O)OCC(=O)Nc2c(C)n(C)n(-c3ccccc3)c2=O)cc1,19,0.1,0.2,-16,28,20,6,-12,8
Cc1cc2cc(CNC(=O)CC(C)C)ccc2n1C,0,0.8,1.8,14,1,23,2,-40,12[fluorescence artefact?]
O=C(CSc1nc2c(sc3ccccc32)c(=O)n1Cc1ccco1)NCC1CCCO1 (configuration not stated),0,0.9,-0.9,7,-3,11,20,9,16[fluorescence artefact?]
Cn1ccc(C(=O)Oc2ccc(C(=O)Nc3ccc(F)cc3F)cc2)n1,1,2.0,5.0,-10,-40,28,4,-21,0
CCNC(=O)CN(c1ccc(Cl)cc1)S(=O)(=O)c1ccccc1,3,0.1,-0.3,-20,25,-2,8,29,7
Cc1cccc(C)c1-n1c(C)nn(CC2CC2)c1=O,0,-0.1,0.7,6,6,11,6,4,-8
Cc1ccccc1C(=O)NC1CC(C)(C)NC(C)(C)C1,-6,0.5,0.8,-3,-2,.,7,-2,-5

# Some values from above.
# `CCOc1cc(/C=N/NC(=O)c2cccnc2)ccc1O` in CHOP inhibitor has 5
# `CCN(CC)CCNC(CC(=O)Nc1ccc(Cl)cc1Cl)C(=O)O` (configuration not stated) in NPY-Y1 PAM-ag has -6

# (cont.)
SMILES,NPY Y1 blocker,TRPML3 agonist,TRPN1 ag,NPY-Y1 PAM-ag,EP2 mod,PPC-1+TRAIL kill,PGE2 EP2 inh,CHOP inhibitor,14-3-3 Bad PPI
O=C(CN1C(=O)c2ccccc2C1=O)NNC1=NS(=O)(=O)c2ccccc21,5,1.0,1.1,3,22,11,5,15,-10
C=CCn1c(=N)c(C(=O)NCCCOC)cc2c(=O)n3cc(C)ccc3nc21,-4,1.6,0.3,-20,-3,-12,.,-6,.
CCN(CC)C(=O)Cn1c(=O)n(-c2ccc(CC(=O)NCc3ccccc3)cc2)c(=O)c2sccc21,4,1.2,0.9,11,5,0,18,-16,-10
COC(=O)c1cc(OC)c(OC)cc1NC(=O)C1CCC(=O)N1S(=O)(=O)c1ccc(C)cc1 (configuration not stated),13,-0.5,0.3,-14,18,-6,2,21,6
Cc1oc(-c2ccc(Cl)cc2)nc1CN1CCC(C(=O)NCc2cccnc2)CC1,5,1.1,0.8,-6,16,20,1,24,-5
O=C(COc1cccc(-n2cnnn2)c1)NC1CCCCC1,3,0.1,2.4,7,-9,13,4,4,-6
c1ccc2c(-n3cccn3)cccc2c1,1,-1.1,-1.0,-23,-14,-16,11,-3,-18
COc1nnc(OC)c2ccccc12,9,0.7,1.7,-12,0,3,20,14,-12
CCOc1c(Cl)cc(CNc2ccc(S(N)(=O)=O)cc2)cc1OC,5,-0.9,2.0,-16,-9,27,4,46,1
COc1cccc(OC)c1OCCCCN1CCCC1,2,1.1,0.1,-12,20,16,19,23,74*
CCN(CC)S(=O)(=O)c1cccc(-c2nnc(SCC(=O)c3cc(C)n(C)c3C)o2)c1,-1,0.4,0.1,-12,20,-9,6,7,0[fluorescence artefact?]
CCC(=O)Nc1ccc(NC(=S)NC(=O)c2oc3ccccc3c2C)cc1,1,0.3,0.0,7,22,2,10,26,17[fluorescence artefact?]
CCCS(=O)(=O)NCCc1cc2c(OC)ccc(OC)c2[nH]c1=O,1,0.4,2.2,-13,24,-13,.,13,-4
COc1cccc(Cn2c(=S)[nH]c3ccc(N4CCOCC4)cc3c2=O)c1,2,0.3,2.0,12,-2,0,12,-15,0[fluorescence artefact?]
O=C(C1CCC(=O)N1Cc1cccnc1)N1CCN(c2ccc(F)cc2)CC1 (configuration not stated),0,0.0,1.5,5,2,7,6,4,3
CS(=O)(=O)N(CC(N)=O)c1cccc(Br)c1,-1,-0.1,-0.1,-4,15,15,19,23,-1[fluorescence artefact?]
Cc1cc(NC(=O)CCCC(=O)N(CC(=O)NC2CCCCC2)c2ccccc2)no1,-2,-1.3,-0.2,11,8,15,7,10,5
CCN1CCN(c2ccc(NC(=O)c3ccc4c(c3)[nH]c(=O)n4Cc3ccc(OC)cc3)cc2)CC1,-4,0.7,-1.9,10,-12,10,2,15,3
COC(C[C@H]1O[C@H]1[C@H](O)[C@H](C)OCc1ccccc1)OC,.,.,.,.,-2,24,7,-4,-5
O=C(Nc1nc2ccccc2n1CCN1CCCCC1)c1ccco1,4,0.8,-0.2,8,22&-18,-25,9&5,16,3
CN(C)c1ccc2c3c(ccc(N(C)C)c13)C(=O)OC2,.,0.7,-0.5,19,4,-2,7,11,-4
CCOC(=O)c1cnc(SCC(=O)Nc2cccc(OC)c2)nc1N,-6,0.6,0.0,-37,-62&-17,18,11&8,14,0
CCCC(=O)Nc1ccc2oc(-c3cncc(Br)c3)nc2c1,9,1.1,0.8,5,-28,22,3,-8,12
CCOC(=O)c1nnc(-c2ccccc2)nc1NCc1ccc(Cl)cc1,6,3.5,0.5,-13,47,-11,1,51,13
CCC(=O)Nc1ccc(C(=O)Cn2nc(C(=O)O)c3ccccc3c2=O)cc1,.,.,.,.,14,9,.,12,-6
FC(F)(F)c1cnc(N2CCN(C(=S)NCc3ccccc3)CC2)c(Cl)c1,.,-0.1,0.9,-15,2,8,19,36,-8
O=C(Nc1ccc2c(c1)C(=O)N(C1CCCCC1)C2=O)C1CCCO1 (configuration not stated),-1,0.6,1.8,-22,48,6,22,-14,9
CCc1ccc(C2CC(c3ccco3)=NN2S(C)(=O)=O)cc1 (configuration not stated),4,0.5,-2.5,0,11,16,6,73*,13
COCCN1CCN(Cc2cn(C)nc2-c2cccc(Cl)c2)CC1,-2,0.8,0.5,12,11,11,2,-15,-2
